IMP-1 inh – IMP-1 metallo-beta-lactamase inhibitors, primary screen, biochemical, epi-absorbance readout, Pseudomonas aeruginosa enzyme. 290,000 tested, 0.45% active. inhibition, % at 5.6 µM. purified IMP-1, nitrocefin hydrolysis, epi-absorbance fluorescence. AID 1556, 2009. metallo-beta-lactamase IMP-1 (Pseudomonas aeruginosa);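 active = inhibition above the mean plus 3 SD of all compounds in the same screening run, cut at about 4.5% in these data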;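 note: 0% = IMP-1 with DMSO and 100% = DMSO wells lacking enzyme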
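System – purified recombinant IMP-1 beta-lactamase · Input – IMP-1 dispensed at 0.2 nM · Timing – 15 min preincubation plus 25 min reaction at 25 °C · Signal – Epi-absorbance fluorescence, 480 nm excitation, 530 nm emission · Measure – percent IMP-1 inhibition derived from blank-referenced optical density · Controls – Enzyme-plus-DMSO low control, enzyme-free DMSO high control · Replication – singlicate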
SUMO HTRF inh – inhibitors of in vitro SUMOylation cascade, primary screen, biochemical, HTRF, uHTS | HTRF SUMOylation assay, SAE1/SAE2 + UBC9 | SUMO-conjugating enzyme UBC9 (Homo sapiens), P63279 | inhibition, % at 35 µM | 290,000 tested, 0.36% active | AID 2006, 2009; in the data active = inhibition above about 50%, passing the limit was not always enough; note: strong numbers were not always called active
Target sequence (P63279 whole entry, looked up): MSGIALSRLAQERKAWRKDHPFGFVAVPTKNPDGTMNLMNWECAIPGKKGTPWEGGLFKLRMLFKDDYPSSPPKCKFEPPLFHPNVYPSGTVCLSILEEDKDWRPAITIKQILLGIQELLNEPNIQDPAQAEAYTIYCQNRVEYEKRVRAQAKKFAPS
VIM-2 inh – VIM-2 metallo-beta-lactamase inhibitors, primary screen, biochemical, epi-absorbance readout, Pseudomonas aeruginosa enzyme; inhibition, % at 5.6 µM; 290,000 tested, 0.89% active; purified VIM-2, nitrocefin hydrolysis, epi-absorbance fluorescence;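 active = inhibition above the mean of all tested compounds plus 3 SD, cutoff set per screening run, cut at about 7.5% in these data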;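 note: red hydrolysis product quenches plate fluorescence so inhibitors raise well fluorescence; 0% = enzyme with DMSO and 100% = DMSO without enzyme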
NS3 helicase inh – inhibitors of HCV NS3 helicase, primary screen, biochemical, Cy5 molecular beacon fluorescence. NS3 helicase DNA unwinding. inhibition, % at 10.9 µM. 290,000 tested, 0.56% active. AID 1800, 2009;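 active = inhibition above the mean of all tested compounds plus 3 SD, set per campaign, cut at about 35% in these data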;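 note: 0% = DMSO wells and 100% = thioflavine S control wells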
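System: HCV NS3 helicase fragment; control set: DMSO and thioflavine S; technique: Cy5 fluorescence at 0 and 60 min, beacon hairpin quenching; reagent: beacon DNA duplex substrate plus ATP; replicates: singlicate; schedule: 1 h reaction at 25 °C, ATP-initiated; medium: MOPS buffer pH 6.5 with MgCl2, DTT, Tween20, BSA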
NALP1 yeast inh – NALP1 inflammasome inhibitors in reconstituted yeast, colorimetric, S. cerevisiae, triplicate retest | 280,000 tested, 0.61% active | S. cerevisiae NALP1/ASC/caspase-1 growth, X-gal OD620, 72 h | inhibition, % at 10 µM; in the data active = inhibition mostly above about 24%, no sharp cut-off; inactive = mostly below about 32%; note: some compounds called inactive have numbers as strong as hits
DNA FID counter – compounds displacing fluorescent DNA intercalator, primary screen, artefact control for HCV NS3 helicase inhibitor project, biochemical, FID fluorescence; DNA fluorescent intercalator displacement; inhibition, % at 7.9 µM; 290,000 tested, 0.17% active; AID 1845, 2009; in the data active = inhibition above about 37%;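 note: 0% = vehicle and 100% = reference compound; higher means more ethidium bromide displaced from hairpin DNA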
MEKK2 mut-MEK5 – MEK5 binding signal on mutant MEKK2 PB1, primary screen, biochemical, multiplex bead flow cytometry, Alexa488-MEK5; Alexa488-MEK5 binding to MEKK2 mutant; percent response, % at 10 µM; 290,000 tested, 0.35% active; in the data active = percent response above about 24%, passing the limit was not always enough; note: inactives centre near 1; some results filed as inactive read as strong as hits
M18AAP inhibitor – PfM18AAP inhibitors, malaria aminopeptidase, primary screen, biochemical, QFRET, recombinant enzyme. H-Glu-NHMec fluorogenic cleavage. inhibition, % at 7.35 µM. 290,000 tested, 1.2% active. AID 1822, 2009;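 active = inhibition above the campaign mean inhibition over all tested compounds plus 3 SD, cut at about 28% in these data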;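 note: 0% = plate median of test compound wells and 100% = 2 mM ZnCl2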
MEKK2wt PB1 HTS – modulators of MEK5 binding to wildtype MEKK2, primary screen, biochemical, multiplex bead flow cytometry, Alexa488-MEK5; Mitogen-activated protein kinase kinase kinase 2 (Homo sapiens), Q9Y2U5; Alexa488-MEK5 binding to MEKK2 WT; actives lie on both sides; binding response (% of control), % at 10 µM; 290,000 tested, 1.1% active; in the data active = binding response below about 67% or above about 130%
Active calls of the source: *; · = no result given.

SMILES | IMP-1 inh | SUMO HTRF inh | VIM-2 inh | NS3 helicase inh | NALP1 yeast inh | DNA FID counter | MEKK2 mut-MEK5 | M18AAP inhibitor | MEKK2wt PB1 HTS
Cc1cc(NC(=O)c2ccc(F)cc2)no1 | -3.4 | -1 | -0.2 | 13 | 12 | 2 | 12 | -3 | 106
COc1ccc(-c2cc(C(=O)Nc3cc(S(=O)(=O)N4CCOCC4)ccc3N3CCOCC3)c3ccccc3n2)cc1 | -2.9 | 14 | -3.5 | 0 | -13 | -2 | 5 | 4 | 100
O=C(CSc1nnc2c(n1)[nH]c1ccc(S(=O)(=O)N3CCOCC3)cc12)Nc1ccc(F)c(F)c1 | -2.8 | -16 | -3.0 | 9 | -33 | 10 | -3 | 4 | 100
COCCn1c(SCC(=O)Nc2ccc(S(N)(=O)=O)cc2)nc2ccccc21 | -3.1 | -3 | -1.0 | 4 | 14 | 0 | 6 | 4 | 106
CC(=O)Nc1cccc(OCC(=O)Nc2ccc(F)cc2)c1 | -2.3 | -11 | -2.4 | -8 | 7 | -11 | · | -5 | ·
COP(=O)(OC)c1nc(-c2ccc(C)cc2)oc1N1CCCCC1 | -1.2 | 19 | 1.5 | 0 | 12 | -28 | -2 | -7 | 96
COc1ccc(NC(=O)CCNC(C)=O)cc1NS(=O)(=O)c1ccc(F)cc1 | 1.9 | 18 | -2.2 | -3 | 22 | -1 | 2 | 2 | 98
CSCSC1=C(C#N)C(c2ccccc2Cl)C(C(C)=O)=C(C)N1 (stereo not drawn) | -2.0 | 6 | -1.8 | -3 | 8 | -8 | -16 | 13 | 80
CSCCC(NC(C)=O)C(=O)Oc1ccc2c3c(c(=O)oc2c1)CCCC3 (stereo not drawn) | -2.7 | 17 | -0.6 | -2 | 24 | -4 | -7 | 6 | 92
Cc1ccccc1NC(=O)CCN1CCCC1 | -3.0 | 15 | -3.6 | 6 | -2 | 13 | -6 | -2 | 95
CCn1cc(C2N3CC4(C)CN2CC(C)(C3)C4=O)c2ccccc21 (stereo not drawn) | -0.6 | -10 | -1.6 | 1 | 5 | 3 | 5 | -7 | 99
COc1ccc(/C=C/C(=O)NC(CCSC)C(=O)O)cc1 (stereo not drawn) | -2.5 | 1 | -1.1 | -7 | -5 | -4 | -10 | -13 | 89
CCOc1ncccc1C(=O)Nc1ccc(Cl)c(S(=O)(=O)N2CCCC2)c1 | -1.7 | -2 | -2.6 | 1 | 10 | 0 | 2 | 2 | 103
Cc1cc(NC(=O)c2ccc(Cl)c(S(=O)(=O)N3CCOCC3)c2)no1 | -0.6 | 13 | -3.0 | 6 | 0 | -6 | 1 | 1 | 98
Cn1cnc([N+](=O)[O-])c1SCCO | -3.6 | -8 | -3.5 | 12 | 8 | -1 | -3 | 6 | 96
Cn1c(=O)c2c(nc(CN3CCN(C(=O)c4ccco4)CC3)n2CC(=O)C(C)(C)C)n(C)c1=O | -1.7 | 9 | -1.3 | -2 | 6 | -31 | 1 | -1 | 101
CC(NC(=O)c1ccco1)C1COc2ccccc2O1 (stereo not drawn) | -3.3 | 4 | -5.2 | 6 | -2 | -7 | 2 | 7 | 104
Cc1c(CCOC(=O)c2ccc([N+](=O)[O-])cc2)sc[n+]1CC(=O)c1ccccc1 | 0.4 | -1 | -1.1 | -47 | 4 | 10 | 1 | -4 | 110
CCCc1nnc(NC(=O)CCC(=O)NC2CCCC2)s1 | 0.7 | 13 | -1.2 | 8 | -36 | -14 | -1 | -8 | 101
COc1ccccc1NC(=S)N(Cc1ccc(C)cc1)Cc1ccccn1 | -2.2 | -6 | 1.3 | -13 | 9 | -12 | -3 | 5 | 98

Ordered by count of non-hydrogen atoms (rising): 3 of the compounds above.
SMILES | IMP-1 inh | SUMO HTRF inh | VIM-2 inh | NS3 helicase inh | NALP1 yeast inh | DNA FID counter | MEKK2 mut-MEK5 | M18AAP inhibitor | MEKK2wt PB1 HTS
Cc1cc(NC(=O)c2ccc(Cl)c(S(=O)(=O)N3CCOCC3)c2)no1 | -0.6 | 13 | -3.0 | 6 | 0 | -6 | 1 | 1 | 98
Cc1c(CCOC(=O)c2ccc([N+](=O)[O-])cc2)sc[n+]1CC(=O)c1ccccc1 | 0.4 | -1 | -1.1 | -47 | 4 | 10 | 1 | -4 | 110
O=C(CSc1nnc2c(n1)[nH]c1ccc(S(=O)(=O)N3CCOCC3)cc12)Nc1ccc(F)c(F)c1 | -2.8 | -16 | -3.0 | 9 | -33 | 10 | -3 | 4 | 100

Additional records:
SMILES | IMP-1 inh | SUMO HTRF inh | VIM-2 inh | NS3 helicase inh | NALP1 yeast inh | DNA FID counter | MEKK2 mut-MEK5 | M18AAP inhibitor | MEKK2wt PB1 HTS
O=C(CCC(=O)Nc1ccc(Br)cc1)N/N=C/c1ccc(O)cc1 | -0.2 | 9 | -1.9 | 5 | -12 | -1 | 8 | -6 | 105
CCC(C)/C(C)=N/NC(=O)c1ccc(COc2ccc(Cl)c(C)c2)cc1 (stereo not drawn) | -2.2 | -5 | -1.0 | -15 | 28 | -6 | -2 | -11 | 103
Cc1ccccc1C(=O)NC(=S)NC1CCS(=O)(=O)C1 (stereo not drawn) | -1.8 | 10 | -0.9 | 4 | 5 | -2 | 8 | -4 | 108
Cc1ccc(Cl)cc1NC(=O)NCc1cccnc1 | -1.2 | 11 | -1.2 | -8 | 6 | -6 | -5 | -8 | 95
COc1ccc(/C=N\NC(=O)c2ccccc2OC)cc1COc1ccccc1C | -1.5 | 14 | -1.2 | 10 | 21 | -34 | 5 | -8 | 102
CCOCC(=O)Nc1cc(Cl)c(OC)cc1OC | -4.3 | 12 | 0.2 | -3 | -11 | -10 | -7 | -12 | 95
COc1nc(-c2ccccc2)nnc1-c1ccccc1 | 0.5 | -5 | 0.4 | -2 | 1 | -4 | -6 | -5 | 89
CC(=O)Nc1ccc(S(=O)(=O)N2CCN(C(=O)c3ncoc3-c3cccc(C)c3)CC2)cc1 | -2.9 | -9 | -0.3 | -8 | 17 | -25 | 3 | -2 | 104
Cc1c(Cl)cccc1NC(=O)CCCN1C(=O)CCC1=O | -4.4 | 15 | -1.7 | -2 | 13 | -5 | · | 10 | ·
Cc1cc(C)c(-c2cc(C(=O)Nc3c(C)n(C)n(-c4ccccc4)c3=O)[nH]n2)c(O)c1 | -1.4 | 11 | -4.3 | -8 | 39 | -21 | -10 | 41* | 83
CC(C)[C@H](NC(=O)c1ccco1)C(=O)N(C)Cc1c(F)cccc1Cl | -2.0 | 4 | -2.4 | -4 | 8 | -25 | -2 | 0 | 100
C#CC(=O)N(c1ccc(OC)c(OC)c1)C(C(=O)NC1CCCC1)c1cccs1 (stereo not drawn) | -1.7 | -4 | -1.0 | -5 | 36 | -13 | 11 | -10 | 114
NC(=O)C1CCN(CC(=O)Nc2ccccc2N2CCOCC2)CC1 | -2.7 | 5 | -3.9 | 0 | · | -4 | 3 | 6 | 97
CC(C)C[C@@H](C(=O)NCC1CCCO1)N1C(=O)N2CCc3c([nH]c4ccccc34)[C@@]2(C)C1=O (stereo partly drawn) | -3.8 | -5 | -1.3 | -23 | -3 | -46 | 1 | -8 | 101
CC#CC(=O)N1CCC(n2nccc2NC(=O)c2ccc3c(c2)OCO3)CC1 | -3.1 | -4 | -1.3 | 3 | 2 | -5 | 13 | 1 | 110
O=C(Cn1c(-c2cncs2)nc2ccccc21)NC1CCCC1 | -1.7 | 7 | -2.3 | -4 | 2 | -5 | · | 3 | ·
COc1ccc(C(C(=O)NC2CCCC2)N(CCO)C(=O)Cn2nnc(-c3ccc(C)o3)n2)cc1 (stereo not drawn) | -3.6 | -14 | -0.5 | -1 | 6 | -33 | 0 | -1 | 106
CCOc1ccc(CN2CCN(Cc3cc4ccccc4o3)CC2CCO)cc1 (stereo not drawn) | -1.9 | -9 | 0.3 | -43 | 18 | 7 | 0 | 0 | 100
O=C(Nc1c(-c2ccccc2)nc2ccccn12)c1ccccc1 | -0.1 | 18 | 0.3 | 4 | 9 | -4 | 2 | 2 | 104
CC(C)[C@H](NS(=O)(=O)c1ccccc1)C(=O)OCC(=O)NC(=O)c1cccn1C | -1.3 | 22 | -6.8 | 1 | -1 | -11 | 1 | -2 | 99
COc1ccc2[nH]cc(C(=O)CN3CCCC(C)C3)c2c1 (stereo not drawn) | 0.3 | 8 | -3.4 | 2 | 14 | 7 | 1 | 5 | 105
O=C(OC(C(=O)c1c[nH]c2ccccc12)c1ccccc1)c1cnccn1 (stereo not drawn) | 0.2 | 7 | -1.4 | -1 | 7 | -10 | 6 | 8 | 105
CCN(CC(=O)NCc1cccs1)C(=O)c1ccccc1F | -0.3 | 4 | 0.7 | 5 | -11 | -6 | -8 | -6 | 95
CCC1CCCCN1C(=S)NC(=O)c1ccc([N+](=O)[O-])cc1 (stereo not drawn) | -0.9 | 5 | -7.1 | 0 | -7 | 2 | 7 | 0 | 98
Cc1coc2cc3oc(=O)ccc3cc12 | -0.6 | 30 | -0.2 | -8 | 18 | -3 | 0 | 2 | 98
O=C(NC(=S)NCc1ccccc1)c1cccnc1 | -2.5 | -1 | -0.8 | 3 | -25 | -12 | -1 | -1 | 101
Cn1cccc1C(=O)NC(=O)COC(=O)C12CC3CC(CC(O)(C3)C1)C2 | -3.4 | -3 | -1.3 | -3 | 16 | -13 | 13 | 7 | 100
CC(=O)NCCC(=O)Nc1sc2c(c1-c1nc3ccccc3[nH]1)CCCC2 | -3.4 | 10 | -0.9 | 13 | -4 | -25 | 11 | 8 | 104
Cc1ccc2c(Cl)c(C(=O)NCC(c3ccco3)N3CCCC3)sc2c1 (stereo not drawn) | -2.4 | -3 | 1.9 | -25 | 1 | 7 | 1 | -2 | 108
CCCCCCc1ccc(N2C[C@H](CCCCC)[C@@H](CC(=O)NCc3ccccc3)C2=O)cc1 | -1.0 | -7 | -1.3 | 25 | 9 | -28 | 0 | 6 | 108
CCn1ncc(/C=C/C(=O)NCc2cnn(C)c2C)c1C | -0.3 | 3 | -1.6 | -3 | 23 | 1 | 6 | -4 | 105
O=C(O)c1cccc(S(=O)(=O)Nc2cccc3ccccc23)c1 | -1.7 | 5 | -2.3 | 6 | 12 | -12 | -3 | -13 | 94
CCC(C)NC(=O)CNC(=S)N(CCCN1CCOCC1)Cc1cccs1 (stereo not drawn) | -1.4 | -4 | 0.2 | -2 | 10 | -1 | -1 | -10 | 109
CNC(=O)c1ccc(OC2CSC2)cc1 | 0.2 | 6 | -4.7 | 0 | 5 | 0 | 3 | 0 | 110
COc1cccc(C2C(C(C)=O)=C(O)C(=O)N2CCc2c[nH]c3ccccc23)c1 (stereo not drawn) | -0.7 | -8 | -1.2 | 22 | 9 | -40 | 6 | 1 | 103

High-throughput results deposited in PubChem BioAssay by several laboratories.

The order is random; 4.7% or so of the library scored in one or more.
